# D2 PAM: positive allosteric modulators of human D2 dopamine receptor; P14416; HEK293 T-REx D2, calcium flux, EC20 dopamine potentiation; potentiation, % at 10 µM; hit rate 0.34% among 340,000;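 active means potentiation over 3 SD above the plate norm, cut at about 30% in these data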; further: 0% is about no effect
# Target sequence (P14416 whole entry, looked up): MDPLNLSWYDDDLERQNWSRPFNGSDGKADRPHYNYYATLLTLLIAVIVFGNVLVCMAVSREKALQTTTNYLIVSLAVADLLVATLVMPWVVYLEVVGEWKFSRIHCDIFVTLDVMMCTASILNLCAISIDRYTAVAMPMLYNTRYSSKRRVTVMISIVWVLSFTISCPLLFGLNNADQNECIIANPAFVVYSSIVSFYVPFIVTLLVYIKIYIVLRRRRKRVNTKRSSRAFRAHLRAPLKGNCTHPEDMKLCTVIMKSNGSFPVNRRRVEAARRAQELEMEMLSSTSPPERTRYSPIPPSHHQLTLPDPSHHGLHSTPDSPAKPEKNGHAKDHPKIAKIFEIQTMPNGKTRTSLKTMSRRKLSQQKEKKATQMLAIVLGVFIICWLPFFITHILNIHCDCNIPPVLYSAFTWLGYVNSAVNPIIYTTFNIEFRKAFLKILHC
#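 Tetracycline-induced HEK293 T-REx cells force-coupled to calcium signalling expressed D2; compounds were pin-added after a 10 s baseline, read kinetically 180 s, then an EC20 dopamine challenge followed with a further 180 s calcium read.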
# D1 agonist: activates the human D1 dopamine receptor; P21728; HEK293 T-REx D1 cells, calcium flux, agonist mode; activation, % at 2 µM; hit rate 1% among 360,000; AID 504660; in the data active means activation above about 30%; further: 0% is about no effect
#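 Tetracycline-induced HEK293 TREx D1 cells, force-coupled to calcium signalling, were dye-loaded with a no-wash calcium kit. Compound was pin-added after a 10 s baseline. Fluorescence was read kinetically at 1 cycle/s for 180 s, with calcium rises flagged as agonism.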
# RXFP1 ag: activates the human relaxin receptor RXFP1 | Potency, µM (series often up to 57.5 µM), inactives show at the highest dose activation, hits mostly activators | HEK293T-RXFP1 cAMP TR-FRET, 30 min; response scale: percent of porcine relaxin response, buffer zero | hit rate 0.3% among 370,000 | AID 2676 | Q9HBX9; further: potency means the concentration at half of the fitted maximal effect; on the % scale 0 is the no-effect control and ±100 the full control effect; nearly all actives have a fitted effect of over 60% in size; many of its hits are not listed in these tables
#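 Agonist response is measured as cAMP accumulation in an RXFP1-transfected HEK293T line under PDE4 inhibition. Values are scaled between buffer-only and 29 nM porcine relaxin, and EC50s come from standard Hill equation fits.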
# D1 potentiator: potentiators of human D1 dopamine receptor; hit rate 0.036% among 360,000; HEK293 TREx D1 cells, calcium flux, dopamine EC20 potentiation; P21728; potentiation, % at 10 µM; in the data active means potentiation above about 30%; further: 0% is about no effect
# Vif-A3F inh: Vif-A3F binding inhibition | hit rate 0.2% among 390,000 | HeLa A3F-eYFP + Vif (tagged APOBEC3F with the HIV-1 protein that degrades it), YFP fluorescence increase | Potency, µM (top dose mostly 46.1 µM), for the others: top-dose activity, negative = active; further: potency means the concentration at half of the fitted maximal effect; % of control where 0% means no effect; nearly all actives have a fitted effect of over 65% in size
#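 HeLa cells stably expressing A3F-eYFP plus Vif, plated and incubated overnight at 37 deg C, then exposed to compounds overnight at 37 deg C. Blocked degradation read as raised yellow fluorescence (Ex 488/Em 500-530).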
# D1 antagonist: human D1 dopamine receptor antagonism; P21728; HEK293 TREx D1 cells, calcium flux, dopamine EC80; active compounds read low; activity change, negative = inhibition, % at 10 µM; hit rate 3.2% among 360,000; in the data active means activity change below about -30%; further: on the % scale 0 is the no-effect control and ±100 the full control effect
#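 Compound effects on dopamine-evoked calcium signalling were measured in tetracycline-induced HEK293 Trex D1 cells. Dopamine at EC80 followed a 180 s compound pre-read, and fluorescence was tracked kinetically for 180 s more.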
# Glioma ERSR ind: ER stress response induction in glioma; U87-MG GRP78 promoter luciferase reporter, 16 h; Potency, µM, inactives show top-dose activation, usual class: activators; hit rate 0.02% among 420,000; further: potency means the concentration at half of the fitted maximal effect; series mostly up to about 76 µM; % of control where 0% means no effect; nearly all actives have a fitted effect of over 35% in size
#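 Stably transfected U87-MG human glioma cells carrying a GRP78-based luminescent sensor were seeded at 1000 cells/well, pin-dosed with compounds and incubated 16 h. Luciferase reagent was then added, and end-point luminescence was read after 10 min at room temperature.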
# Vif-A3G inh: blocks the Vif interaction with human APOBEC3G; AID 602310; HeLa A3G-eYFP + Vif (tagged APOBEC3G with the HIV-1 protein that degrades it), YFP fluorescence, overnight; hit rate 0.076% among 410,000; Potency, µM (highest dose often 46.1 µM), inactives show at the highest dose activity, negative = active, most hits filed as inhibitors;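 further: potency means the concentration at half of the fitted maximal effect; on the % scale 0 is the no-effect control and ±100 the full control effect; nearly all actives have a fitted effect of over 60% in size; hits raise eYFP signal because A3G escapes Vif-driven loss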
# Target sequence (Q9HC16 whole entry, looked up): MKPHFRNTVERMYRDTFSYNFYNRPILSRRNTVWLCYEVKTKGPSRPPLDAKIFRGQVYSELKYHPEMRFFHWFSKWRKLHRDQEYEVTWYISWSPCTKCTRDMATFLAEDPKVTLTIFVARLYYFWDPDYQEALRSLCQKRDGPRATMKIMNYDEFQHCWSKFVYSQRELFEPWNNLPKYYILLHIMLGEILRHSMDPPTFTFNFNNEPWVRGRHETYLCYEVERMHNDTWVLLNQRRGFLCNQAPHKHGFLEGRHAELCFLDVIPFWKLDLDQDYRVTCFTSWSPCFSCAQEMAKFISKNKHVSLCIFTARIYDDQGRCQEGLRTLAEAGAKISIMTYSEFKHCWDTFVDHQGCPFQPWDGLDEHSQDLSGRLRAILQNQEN
#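 Read-out is eYFP fluorescence (Ex 488/Em 500-530) from Vif-expressing HeLa A3G-eYFP cells; more signal means A3G escaped Vif-mediated degradation. Cells plated overnight, compound pinned in, incubated overnight at 37 deg C.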
# RXFP1 antag: blocks the human relaxin receptor RXFP1. Q9HBX9. HEK293-RXFP1, relaxin-stimulated cAMP HTRF, 30 min; active compounds read low. activity change, negative = inhibition, % at 57.5 µM. hit rate 0.59% among 350,000. AID 1259400;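 active means activity change of -60% or lower, but not beyond a set lower limit; inconclusive means change between -60% and -40%, or beyond the set limit; inactive means change above -40%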; further: on the % scale 0 is the no-effect control and ±100 the full control effect
# * marks the source's active call; other numbers are inactive results; ? = inconclusive; . = no result given. Unless noted, the call rests on the fitted dose curve; in most records, active means well fitted curve in the direction sought with a large enough effect; inconclusive means small, poorly fitted or top-dose-only effect, or another doubt; inactive means no such curve, though single readings can be large; an effect the other way counts as inactive or inconclusive.
SMILES,D2 PAM,D1 agonist,RXFP1 ag,D1 potentiator,Vif-A3F inh,D1 antagonist,Glioma ERSR ind,Vif-A3G inh,RXFP1 antag
CCOC(=O)c1cc(-c2nnc(-c3ccc(Cl)cc3)o2)c(C)nc1C,11.1,1.2,0.8%,2.9,1.0%,11.9,-2.9%,-0.5%,-4.1
CC(=O)N1CCc2nc3sc(C(=O)Nc4ccc(Cl)cc4F)c(N)c3c(C(F)(F)F)c2C1,12.9,2.6,3.1%,-3.9,?,3.1,-5.1%,?,.
Cc1ccc(OCC(=O)N2CCN(S(=O)(=O)c3ccc(Cl)s3)CC2)cc1C,2.9,5.9,0.4%,-1.8,0.7%,-1.0,-2.2%,-6.2%,2.6
C[C@H]1CN([C@@H](C)CO)C(=O)CCCn2nncc2CO[C@H]1CN(C)S(=O)(=O)c1ccc(C#N)cc1,.,.,.,.,-1.7%,.,-4.6%,-6.7%,9.2
O=C(NCCc1ccccc1)c1ccc(NS(=O)(=O)c2ccc3[nH]c(=O)[nH]c3c2)cc1,10.7,0.4,0.2%,-7.0,1.6%,7.9,-4.4%,0.3%,6.9
CCOc1ccccc1-c1noc(CSc2nnc(-c3ccccc3)n2-c2ccc(OC)cc2)n1,-4.5,2.2,1.0%,2.3,-1.2%,-2.9,6.1%,1.8%,2.1
CCN1CCN(CCC(=O)Nc2ccccc2C)CC1,0.4,0.7,-1.0%,-1.5,-10.8%,-14.5,-2.2%,0.8%,-12.6
CN1CCN(C(=O)c2cccn(Cc3c(Cl)cccc3Cl)c2=O)CC1,-3.1,1.1,0.1%,-1.5,-28.2%,9.3,-5.7%,0.7%,-17.9
C=CCn1c(C)cc(/C([O-])=C(/C(=S)Nc2ccc(OC(F)F)cc2)[n+]2ccc(N(C)C)cc2)c1C,-10.4,-0.9,-0.5%,-3.2,?,.,2.8%,0.7%,-14.0
CCOc1ccc(N(CC)S(=O)(=O)N2CCCC(C(=O)NCCc3ccccc3OC)C2)cc1 (stereo not given),-8.1,5.6,-1.1%,-4.5,5.7%,2.1,-1.2%,4.6%,-20.5
COc1ccc(C2C(C(N)=O)=C(C)Nc3nc(-c4ccccc4Cl)nn32)c(OC)c1 (stereo not given),13.6,2.7,-0.5%,0.9,1.3%,8.0,0.9%,1.9%,0.4
COc1cc(OC)c(C2=NOC(C(=O)NCc3ccc4c(c3)OCO4)C2)cc1Cl (stereo not given),7.5,6.5,2.8%,-1.5,-4.0%,-26.2,-3.5%,?,7.5
O=C(O)c1cc(-c2ccc(O)cc2)on1,3.4,2.6,0.3%,-5.6,-3.3%,-9.4,0.3%,0.2%,-10.7
COc1cccc(OC)c1C(=O)NC(=O)Nc1c(F)cc(F)cc1F,-7.0,0.5,3.6%,-14.9,-30.0%,3.7,-7.4%,-2.6%,-7.2
N=c1ncn(C2OC(CO)C(O)C2O)c2nc(Br)[nH]c12 (stereo not given),.,.,.,.,-11.1%,.,-1.8%,0.5%,8.9
CCCC(C(=O)Nc1ccc(C)c(S(=O)(=O)N2CCOCC2)c1)c1ccccc1 (stereo not given),8.4,2.2,-1.0%,-3.5,1.7%,2.9,-3.9%,2.3%,4.0
Cc1ccc(S(=O)(=O)Nc2ccc3[nH]ccc3c2)cc1,3.8,10.1,1.3%,6.9,0.6%,-3.7,3.1%,-3.0%,-6.3
O=C(/C=C/c1ccc(F)cc1)NCc1ccco1,1.3,1.5,0.9%,1.4,-11.5%,-17.0,0.1%,0.6%,-4.3
CCN(CC)C(=O)c1sc(NC(=S)N2CCN(C(=O)C3CCCO3)CC2)c(C(=O)OC)c1C (stereo not given),6.2,2.0,7.6%,-3.0,0.9%,9.6,10.0%,1.8%,0.3
Clc1ccc2scc(CN3CCCC3)c2c1,.,.,.,.,-5.7%,.,-1.1%,7.8%,-21.0
OC(CNCCCCNCC(O)C(F)(F)F)C(F)(F)F (stereo not given),-6.0,0.0,-0.7%,-4.6,-9.9%,.,-5.2%,16.0%,-0.4
Cc1ccc(-c2nn3c(C)nnc3s2)cc1NC(=O)CSc1ccc(Cl)cc1,6.7,-0.2,-0.8%,1.1,1.2%,5.8,-0.9%,-0.2%,-15.9
O=C(CC12CC3CC(CC(C3)C1)C2)NC(=S)N1CCCCC1,-3.5,2.6,-2.0%,4.3,-17.4%,-0.5,-2.1%,1.4%,-4.3
CC(CNCc1ccc2c(c1)OCO2)NCc1ccc2c(c1)OCO2 (stereo not given),-23.6,8.4,0.2%,.,10.3%,-22.8,-4.0%,2.1%,-10.2
CCOC(=O)N1CCC(NC(=O)Cn2cc3c(n2)CCCCC3)CC1,15.7,-1.3,0.4%,-7.3,-4.8%,-20.2,-5.9%,0.2%,13.5
O=C(CCc1nc2ccccc2s1)N1CCN(S(=O)(=O)c2cccs2)CC1,.,-1.6,-0.7%,12.8,-6.7%,8.4,-2.9%,-3.9%,-2.5
C/C(=N\NC(=O)c1nnn(-c2nonc2N)c1CN1CCC(C)CC1)c1cccc(Br)c1,-1.1,3.6,0.3%,-3.0,-2.5%,4.9,-9.1%,0.4%,-5.0
COCCc1ncc(CN2CCC(C(=O)Nc3ccc(-n4cccn4)cc3)CC2)cn1,3.8,1.0,1.7%,3.1,5.4%,1.7,-0.1%,0.0%,-0.2
CSC(=NS(=O)(=O)c1ccc(N)cc1)NS(=O)(=O)c1cccs1,.,.,.,.,1.0%,.,-5.1%,5.8%,-22.4
c1ccc(SCc2cc(-c3ccccc3)no2)cc1,10.5,1.5,1.5%,-2.4,1.0%,.,1.6%,-5.4%,-6.7
Nc1nonc1-n1nnc(C(=O)N/N=C/c2cc(Br)ccc2O)c1CNc1ccccc1,-8.5,6.5,3.6%,-5.3,6.7%,-9.8,-4.7%,2.1%,-8.2
O=C1COc2ccccc2N1Cc1ccc(Cl)cc1,5.3,3.8,0.1%,6.7,-19.6%,1.5,-1.2%,-2.5%,-17.8
COc1cccc(C2CC(c3cccs3)=NN2C(=O)CSc2nc3ccccc3o2)c1OC (stereo not given),14.8,0.1,1.0%,-9.2,6.2%,1.0,-1.2%,-0.7%,3.7
COc1ccc(NS(=O)(=O)c2cccc(C(=O)NNC(=O)NCCCl)c2)cc1,3.3,9.0,1.5%,12.2,3.1%,0.3,6.4%,-0.2%,4.4
COc1ccc(CNc2ccc3c(c2)CCC3)cc1OC,-6.5,2.5,-0.4%,-1.9,.,9.6,.,.,.
CN(C(=O)CSc1nnc(-c2ccco2)n1C)C1CCCCC1,-0.5,1.0,2.3%,-3.0,1.6%,-6.1,1.0%,-0.6%,0.4
CC1CN(CCOCCOc2ccccc2-c2ccccc2)CC(C)O1 (stereo not given),0.8,1.2,2.6%,0.7,-7.1%,-0.3,-1.4%,-0.7%,0.5
COc1cccc(-n2c(CNC(=O)OC(C)(C)C)n[nH]c2=S)c1,.,3.0,-0.6%,-3.5,-1.3%,3.2,-6.3%,1.8%,-7.2
O=C(Cn1cc(C(F)(F)F)ccc1=O)N/N=C/c1ccccc1O,-11.1,0.7,-3.1%,-3.0,1.9%,-10.7,-2.7%,-5.2%,25.1
O=C(O)c1cc(Cl)c(Cl)cc1C(=O)Nc1cccnc1,-4.4,6.8,-2.3%,8.9,.,4.6,.,.,.
Cc1nn(CC(=O)NC2C(=O)N3C(C(=O)O)=C(CSc4nnnn4C)CSC23)cc1Br (stereo not given),12.8,0.1,-0.2%,-0.5,16.7%,-21.2,-2.2%,5.9%,-16.6
COc1cc(C(F)(F)F)ccc1C(=O)NCCc1ccco1,-5.6,2.5,1.5%,-2.4,-2.7%,-1.4,7.4%,-5.4%,-2.3
Cc1cc(=O)[nH]c(NN=C2CCC(C(C)(C)C)CC2)n1 (stereo not given),32.3*,6.1,1.4%,-4.0,-8.0%,-6.6,-3.7%,-2.9%,5.6
COc1ccccc1OCC(=O)Nc1c(C(=O)c2ccc(C)cc2)oc2ccccc12,-5.5,0.2,5.5%,-2.9,3.2%,3.4,-3.5%,-2.8%,.
COc1ccccc1CNS(=O)(=O)N(C)C,-1.1,0.8,1.5%,5.6,11.2%,1.0,-3.0%,-1.1%,-17.3
O=C(NCCCN1CCCC1)c1ccc(CS(=O)(=O)c2c(Cl)cccc2Cl)o1,2.5,1.2,0.3%,3.7,-9.2%,-22.9,-2.2%,3.1%,7.1
CC/C(C)=N\Nc1nc(-c2cc3cc(OC)ccc3oc2=O)cs1,-3.5,1.0,3.7%,-10.0,-1.6%,-14.6,?,4.1%,-22.3
COc1ccc(OC)c(NC(=O)C(Cc2ccccc2)NS(=O)(=O)c2ccc3c(c2)CCC(=O)N3)c1 (stereo not given),-2.9,-0.8,1.3%,4.8,3.3%,0.8,-1.7%,-0.4%,.
O=S(=O)(Nc1ccc(-c2cn3ccccc3n2)cc1)c1ccccc1,5.4,3.4,-0.4%,-4.2,-4.9%,-3.5,2.3%,-8.6%,-16.2
COc1ccc(CCNC(=O)Cc2cc(=O)[nH]c(=O)[nH]2)cc1OC,5.8,3.5,2.8%,.,5.4%,-7.2,-3.1%,2.2%,-5.0
O=C(OCC(=O)N1CCc2ccccc21)c1ccccn1,1.5,1.0,-0.4%,1.1,5.2%,9.8,1.2%,-1.0%,0.6
Cc1noc(/C=C/c2ccccc2F)c1S(=O)(=O)N1CCC(C(=O)Nc2ccc(C#N)cc2)CC1,7.3,2.0,-1.7%,0.6,1.7%,-10.3,-0.9%,5.1%,-8.7
COc1ccc(CNC(=O)C(=O)c2cn(CC(=O)N3CCCC3)c3ccccc23)cc1,-7.5,1.7,2.7%,4.0,-12.6%,-18.5,-0.6%,-5.1%,-1.4

# Laid out differently: three of the compounds above
mol | D2 PAM | D1 agonist | RXFP1 ag | D1 potentiator | Vif-A3F inh | D1 antagonist | Glioma ERSR ind | Vif-A3G inh | RXFP1 antag
COc1cccc(C2CC(c3cccs3)=NN2C(=O)CSc2nc3ccccc3o2)c1OC (stereo not given) | 14.8 | 0.1 | 1.0% | -9.2 | 6.2% | 1.0 | -1.2% | -0.7% | 3.7
COc1ccc(NS(=O)(=O)c2cccc(C(=O)NNC(=O)NCCCl)c2)cc1 | 3.3 | 9.0 | 1.5% | 12.2 | 3.1% | 0.3 | 6.4% | -0.2% | 4.4
COc1ccc(CNc2ccc3c(c2)CCC3)cc1OC | -6.5 | 2.5 | -0.4% | -1.9 | . | 9.6 | . | . | .

# An excerpt; count on the stated rates, not on these rows.
